Screening results deposited in PubChem BioAssay by several laboratories.
PhoP inhibition = inhibitors of PhoP regulon expression, primary screen, Salmonella Typhimurium, GFP reporter (AID 1863); S. Typhimurium PhoP-regulated promoter GFP reporter, 4 h; higher % means a stronger effect; inhibition, % at 50 µM, or IC50 in µM where a hit was titrated; 0.16% of 300,000 active;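 active = inhibition over 29.93%, a cutoff 3 SD above the screen mean, later confirmed by dose response; inconclusive = inhibition over 29.93% but no dose response follow-up; inactive = inhibition at most 29.93% or unconfirmed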;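 note: 0% = low Mg2+ inducing control and 100% = high Mg2+ repressing control; strong numbers were not always called active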
SIAH1 antagonists = Siah-1 peptide-binding antagonists, primary screen, biochemical, fluorescence polarization, rhodamine-plectin, uHTS (AID 1817); Siah-1 / rhodamine-plectin peptide fluorescence polarization; higher % means a stronger effect; E3 ubiquitin-protein ligase SIAH1 (Homo sapiens); displacement, % at 20 µM; hits with a dose series show IC50 in µM; 0.02% of 290,000 active;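 active = displacement of at least 50% at 20 µM, with a fluorescence ratio check between 0.3 and a set limit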;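 note: plate controls were Siah plus tracer with DMSO for no effect and tracer alone without Siah for full effect; strong numbers were not always called active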
LYP inhibition = inhibitors of LYP phosphatase, biochemical, fluorescence intensity, uHTS (AID 1779); recombinant LYP phosphatase, fluorescence intensity; higher % means a stronger effect; one-dose inhibition, % at 11.5 µM; IC50 in µM for titrated hits; 0.054% of 290,000 active; Tyrosine-protein phosphatase non-receptor type 22 (Homo sapiens); in the data active = inhibition above about 50%;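 note: plate controls were vehicle with enzyme for no effect and no enzyme for full effect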
HIV peptide binding = inhibitors of HIV fusion peptide binding, primary screen, biochemical, uHTS, fluorescence dequenching (AID 1986); cell-free peptide binding, fluorescence dequenching, 30 min; higher % means a stronger effect; inhibition, % at 20 µM, or IC50 in µM where a hit was titrated; 0.3% of 290,000 active; in the data active = inhibition mostly above about 52%, no sharp cut-off; inactive = mostly below about 76%; note: some results filed as inactive read as strong as hits
NTR1 agonist = agonists of NTR1, primary screen, imaging, U2OS cells, beta-arrestin-GFP, high content (AID 493036); activation, % at 20 µM; Neurotensin receptor type 1 (Homo sapiens), P30989; NTR1-U2OS beta-arrestin-GFP spot imaging, agonist mode; 0.17% of 330,000 active;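 active = activation at or above 40% of the spot to cytoplasm intensity ratio, with at least 20 cells analyzed; inconclusive = wells under 20 cells, flagged as cytotoxic or low count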;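 note: 0% = DMSO without peptide and 100% = 100 nM NTR1 peptide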
Target sequence (P30989 whole entry, looked up): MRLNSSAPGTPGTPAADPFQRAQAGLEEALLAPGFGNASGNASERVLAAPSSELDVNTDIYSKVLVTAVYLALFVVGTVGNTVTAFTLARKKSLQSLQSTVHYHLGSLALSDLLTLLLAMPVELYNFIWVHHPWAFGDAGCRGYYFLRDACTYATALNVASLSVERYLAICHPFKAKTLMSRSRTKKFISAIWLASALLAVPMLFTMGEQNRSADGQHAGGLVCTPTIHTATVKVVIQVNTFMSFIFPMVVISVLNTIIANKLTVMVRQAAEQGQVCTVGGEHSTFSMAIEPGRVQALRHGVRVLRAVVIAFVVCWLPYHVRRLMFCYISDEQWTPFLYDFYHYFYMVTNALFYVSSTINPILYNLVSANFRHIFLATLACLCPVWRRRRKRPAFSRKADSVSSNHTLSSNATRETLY
MgcRacGAP inhibition = MgcRacGAP GTPase-activating activity inhibitors, confirmation, biochemical, ADP Hunter fluorescence. MgcRacGAP-stimulated Rac1 GTP hydrolysis, ADP Hunter fluorescence; higher % means a stronger effect; GST-tagged Rac1 F28L mutant substrate. Rac GTPase-activating protein 1 (Homo sapiens). AID 624330, 2012. inhibition, % at 30 µM; hits with a dose series show IC50 in µM. 0.6% of 340,000 active;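 active = first-screen hits whose inhibition reached a set limit at any dose in the follow-up dose series; inconclusive = inhibition above the set first-screen limit but never retested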;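 note: fluorescence reports GDP produced by GAP-driven GTP hydrolysis; strong numbers were not always called active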
GPR35 arrestin U2OS = GPR35 antagonists blocking zaprinast-driven arrestin recruitment, primary screen, imaging, U2OS, beta-arrestin-GFP, zaprinast agonist (AID 2058); G-protein coupled receptor 35 (Homo sapiens); U2OS GPR35 beta-arrestin-GFP translocation imaging, zaprinast antagonism; higher % means a stronger effect; inhibition, % at 10 µM, or IC50 in µM where a hit was titrated; 0.052% of 290,000 active;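 active = inhibition of at least 50% with at least 30 cells and total cytoplasm GFP at most 10,000,000; inconclusive = under 30 cells or total GFP of 10,000,000 plus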
Myeloid diff 2 = induction of myeloid progenitor differentiation, primary screen, cell-based, flow cytometry, MLPCN library. ER-HoxA9 myeloid progenitors, lysozyme-GFP differentiation. calls only at 10 µM. 1% of 360,000 active. AID 624256, 2012;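 active = normalized GFP-positive differentiation at or above the plate's own cutoff, the solvent-only control mean plus 3 SD; inconclusive = no clear call, values can overlap the other calls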;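 note: cells exposed to compound for four days before flow analysis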
GPR55 antagonists = GPR55 antagonists blocking LPI-driven arrestin recruitment, primary screen, imaging, U2OS, beta-arrestin-GFP, LPI agonist (AID 2013); G-protein coupled receptor 55 (Homo sapiens); U2OS GPR55 beta-arrestin-GFP translocation imaging, LPI antagonism; higher % means a stronger effect; one-dose inhibition, % at 10 µM; IC50 in µM for titrated hits; 0.13% of 290,000 active;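 active = spots per cell inhibited over 60%, with over 100 cells counted and total cytoplasm intensity under 500,000; inconclusive = wells with under 100 cells, flagged as likely toxic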;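 note: U2OS cells stably carrying GPR55 and arrestin-GFP stimulated by 5 µM LPI near EC80; imaged beta-arrestin-GFP aggregate spots per cell after agonist stimulation; plate controls were LPI-stimulated DMSO wells for no effect and DMSO wells without LPI for full effect; some results filed as inactive read as strong as hits; confirmed hits need IC50 under 10 µM and bright autofluorescent wells are also inconclusive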
NTR1 agonist cell count 20 µM = further read-out of NTR1 agonist, marked with its call; cell count; measured here: cell count, cytotoxicity flag
Myeloid diff 2 GFP+ MAC1+ % = further read-out of Myeloid diff 2, marked with its call; GFP+ MAC1+ double positive, %; measured here: differentiation confirmed by MAC1 staining
* hit, by the source's call; i = inactive; ? = inconclusive; · = no result given; + = active, no number.

SMILES	PhoP inhibition	SIAH1 antagonists	LYP inhibition	HIV peptide binding	NTR1 agonist	NTR1 agonist cell count 20 µM	MgcRacGAP inhibition	GPR35 arrestin U2OS	Myeloid diff 2	Myeloid diff 2 GFP+ MAC1+ %	GPR55 antagonists
Cn1c(CN2CCOCC2)nc2cc(NC(=O)COc3ccccc3)ccc21	0%	12%	-9%	-0.6%	-0.6	45	3%	-9%	i	0.6	7%
COc1ccc(NC(=O)CSc2nc(C)cc(C(F)(F)F)n2)cc1	6%	6%	-2%	-2.2%	-1.2	43	5%	3%	i	0.4	8%
O=C(CN1CCOCC1)Nc1ccc(Oc2ccccc2)cc1	-1%	0%	-2%	0.7%	-1.0	84	6%	-16%	i	0.2	39%
Cc1cccc(NC(=O)c2ccccc2[N+](=O)[O-])n1	10%	-2%	-10%	-1.9%	-2.9	88	9%	7%	i	0.3	-9%
O=S(=O)(c1ccc(OCC(O)CN2CCN(c3ccccc3O)CC2)cc1)N1CCOCC1 (centres undefined)	4%	4%	-6%	-0.1%	1.3	55	15%	-1%	i	1.4	10%
COC(=O)c1cn(CCC#N)nc1-c1ccc2ccccc2c1	-2%	1%	-8%	0.1%	1.6	53	2%	-12%	i	1.1	8%
O=C(c1ccc(F)cc1)n1ccc(-c2cnc(-c3ccccc3)s2)n1	3%	2%	-7%	1.5%	1.0	58	4%	-3%	i	0.7	1%
Cc1ccc(N(Cc2ccccc2F)S(C)(=O)=O)c(C)c1	5%	7%	0%	-0.2%	0.2	30	4%	3%	i	0.0	2%
COCc1cc(C)nc(SCC(=O)Nc2ccc3c(c2)OCO3)c1C#N	24%	1%	-3%	-2.5%	0.0	49	10%	-6%	i	0.4	5%
O=C(Nc1nnc(COc2ccc(Br)cc2)s1)c1ccco1	·	2%	-7%	-0.6%	-0.5	53	5%	6%	i	0.6	-1%
O=C(Nc1ccncc1)Nc1cccc(Cl)c1	27%	2%	-8%	-0.2%	1.6	66	11%	0%	?	·	12%
CN1CCN(C(=O)CN(C)S(=O)(=O)c2ccc3ccccc3c2)CC1	-4%	-2%	-9%	0.6%	-0.5	53	·	20%	i	0.5	16%
CCCCCCC(C)n1[nH]c(=O)c2c(C)cc(C)nc21 (centres undefined)	-3%	-1%	-3%	-1.1%	1.2	73	10%	8%	i	0.6	-4%
N#Cc1c(-c2ccc([N+](=O)[O-])cc2)nc2n(c1=O)CCS2	-3%	10%	-4%	-1.1%	0.3	92	8%	13%	i	0.8	12%
COc1ccc2nc(C)cc(NCc3ccc(F)cc3)c2c1	-8%	-13%	-8%	65%*	4.7	39	19%	2.6µM*	+	6.1*	25%
O=C(NNc1cccc([N+](=O)[O-])c1)/C(=C\c1cccnc1)NC(=O)c1ccccc1	-9%	12%	-1%	-0.9%	0.8	69	0%	13%	i	0.1	7%
COc1cc2cc(C(c3nnnn3C(C)(C)C)N3CCC(C)CC3)c(=O)[nH]c2cc1OC (centres undefined)	-7%	0%	-8%	-2.1%	-2.1	100	7%	4%	i	1.4	1%
Cn1cccc1/C=C1\SC(=S)N(Nc2ccccc2)C1=O	-4%	0%	2%	9.2%	4.8	56	8%	15%	i	0.6	2%

Looked up one by one from the entries so far:
SMILES	PhoP inhibition	SIAH1 antagonists	LYP inhibition	HIV peptide binding	NTR1 agonist	NTR1 agonist cell count 20 µM	MgcRacGAP inhibition	GPR35 arrestin U2OS	Myeloid diff 2	Myeloid diff 2 GFP+ MAC1+ %	GPR55 antagonists
Cn1cccc1/C=C1\SC(=S)N(Nc2ccccc2)C1=O	-4%	0%	2%	9.2%	4.8	56	8%	15%	i	0.6	2%
O=S(=O)(c1ccc(OCC(O)CN2CCN(c3ccccc3O)CC2)cc1)N1CCOCC1 (centres undefined)	4%	4%	-6%	-0.1%	1.3	55	15%	-1%	i	1.4	10%

11 structures already listed, arranged by heavy-atom count, rising.
SMILES	PhoP inhibition	SIAH1 antagonists	LYP inhibition	HIV peptide binding	NTR1 agonist	NTR1 agonist cell count 20 µM	MgcRacGAP inhibition	GPR35 arrestin U2OS	Myeloid diff 2	Myeloid diff 2 GFP+ MAC1+ %	GPR55 antagonists
Cc1cccc(NC(=O)c2ccccc2[N+](=O)[O-])n1	10%	-2%	-10%	-1.9%	-2.9	88	9%	7%	i	0.3	-9%
CCCCCCC(C)n1[nH]c(=O)c2c(C)cc(C)nc21 (centres undefined)	-3%	-1%	-3%	-1.1%	1.2	73	10%	8%	i	0.6	-4%
Cn1cccc1/C=C1\SC(=S)N(Nc2ccccc2)C1=O	-4%	0%	2%	9.2%	4.8	56	8%	15%	i	0.6	2%
COc1ccc2nc(C)cc(NCc3ccc(F)cc3)c2c1	-8%	-13%	-8%	65%*	4.7	39	19%	2.6µM*	+	6.1*	25%
O=C(CN1CCOCC1)Nc1ccc(Oc2ccccc2)cc1	-1%	0%	-2%	0.7%	-1.0	84	6%	-16%	i	0.2	39%
COc1ccc(NC(=O)CSc2nc(C)cc(C(F)(F)F)n2)cc1	6%	6%	-2%	-2.2%	-1.2	43	5%	3%	i	0.4	8%
O=C(c1ccc(F)cc1)n1ccc(-c2cnc(-c3ccccc3)s2)n1	3%	2%	-7%	1.5%	1.0	58	4%	-3%	i	0.7	1%
COCc1cc(C)nc(SCC(=O)Nc2ccc3c(c2)OCO3)c1C#N	24%	1%	-3%	-2.5%	0.0	49	10%	-6%	i	0.4	5%
Cn1c(CN2CCOCC2)nc2cc(NC(=O)COc3ccccc3)ccc21	0%	12%	-9%	-0.6%	-0.6	45	3%	-9%	i	0.6	7%
COc1cc2cc(C(c3nnnn3C(C)(C)C)N3CCC(C)CC3)c(=O)[nH]c2cc1OC (centres undefined)	-7%	0%	-8%	-2.1%	-2.1	100	7%	4%	i	1.4	1%
O=S(=O)(c1ccc(OCC(O)CN2CCN(c3ccccc3O)CC2)cc1)N1CCOCC1 (centres undefined)	4%	4%	-6%	-0.1%	1.3	55	15%	-1%	i	1.4	10%
